High-throughput results (PubChem BioAssay)
MITF primary: inhibitors of human MITF. O75030. AlphaScreen MITF homodimerization, bead proximity signal. inhibition, % at 2.6 µM. 650,000 compounds, 0.91% hits; in the data active = inhibition above about 50%;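 note: 0% = vehicle wells with protein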
Target sequence (O75030 whole entry, looked up): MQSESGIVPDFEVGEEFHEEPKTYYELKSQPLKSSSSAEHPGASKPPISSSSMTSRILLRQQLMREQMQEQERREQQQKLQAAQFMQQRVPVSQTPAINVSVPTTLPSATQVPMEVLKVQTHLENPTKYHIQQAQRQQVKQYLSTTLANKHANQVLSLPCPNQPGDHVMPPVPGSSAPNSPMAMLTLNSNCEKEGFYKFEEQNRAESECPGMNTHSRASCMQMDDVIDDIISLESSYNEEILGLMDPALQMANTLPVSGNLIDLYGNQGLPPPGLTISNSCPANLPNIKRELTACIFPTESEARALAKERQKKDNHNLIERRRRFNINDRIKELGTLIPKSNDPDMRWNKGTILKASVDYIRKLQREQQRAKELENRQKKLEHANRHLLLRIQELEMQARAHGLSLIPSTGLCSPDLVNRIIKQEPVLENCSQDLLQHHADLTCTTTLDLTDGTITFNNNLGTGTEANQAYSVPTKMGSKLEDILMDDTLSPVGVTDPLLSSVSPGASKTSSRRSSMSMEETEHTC
GPR151 activ: human GPR151 activation. PathHunter beta-arrestin GPR151 cells, luminescence. 650,000 compounds, 1% hits. activation, % at 11.2 µM. AID 1508602; in the data active = activation above about 4.9%;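 note: 0% = median of compound wells and 100% = cells with positive control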
Target sequence (Q8TDV0 whole entry, looked up): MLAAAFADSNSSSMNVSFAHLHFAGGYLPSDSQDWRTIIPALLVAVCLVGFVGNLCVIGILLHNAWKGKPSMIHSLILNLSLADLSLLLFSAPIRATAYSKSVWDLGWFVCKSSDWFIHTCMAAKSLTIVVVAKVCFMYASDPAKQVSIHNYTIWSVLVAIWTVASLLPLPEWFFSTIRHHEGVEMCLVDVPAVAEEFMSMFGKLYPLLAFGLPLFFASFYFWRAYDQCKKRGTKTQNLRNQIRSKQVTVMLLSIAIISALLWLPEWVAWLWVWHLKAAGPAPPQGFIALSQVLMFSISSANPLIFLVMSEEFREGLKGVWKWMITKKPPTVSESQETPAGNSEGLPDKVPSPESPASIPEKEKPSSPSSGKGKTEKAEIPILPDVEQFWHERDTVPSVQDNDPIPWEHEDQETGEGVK
FBW7 activator: activators of human E3 ligase FBW7 | AlphaScreen FBW7–phospho-cyclin E peptide binding, activator screen | 650,000 compounds, 0.13% hits | Q969H0 | normalized activity (activation), % at 26.1 µM; in the data active = normalized activity above about 1.9%;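 note: purified mutant Fbw7 with reduced substrate affinity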
TEAD-YAP block: TEAD-YAP interaction inhibition; 640,000 compounds, 1.4% hits; inhibition, % at 9.12 µM; AID 1259422; HEK-TIYL cells, TEAD-Gal4/YAP UAS-luciferase luminescence; in the data active = inhibition above about 32%;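 note: 0% = median of test compound wells and 100% = reference inhibitor wells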
* = called active by the depositor; & = joins results of further samples. Rows were taken by chance, and some 3.4% of all compounds hit somewhere here.

SMILES | MITF primary | GPR151 activ | FBW7 activator | TEAD-YAP block
CC1CCCCN1C1CC(=O)N(c2ccc(Br)cc2Br)C1=O (configuration not stated) | -0.4 | -0.1 | -0.3 | -8.1
Cc1ccc2nc(Nc3ccccc3Br)c3nncn3c2c1 | 16.5 | -0.5 | 1.0 | -0.8
CCN(CC)CCNC1=C(Cl)C(=O)c2ccccc2C1=O | 1.9 | -2.4 | -0.2 | 46.3*
Cc1cc(OCC(=O)NNC(=O)c2cccs2)ccc1Br | 1.0 | 0.1 | 0.1 | -4.6
Cc1ccc(C)c(CN2CCN3C(=O)[C@H]4CCCN4C(=O)[C@H]3C2)c1 | -7.1 | -1.5 | 0.0 | 3.6
S=C(NCCc1ccccc1Cl)Nc1ccc(Cl)c(Cl)c1 | 2.1 | -0.8 | 0.2 | -2.1
COC(=O)N/N=C\c1cc2c(cc1Br)OCO2 | 18.6 | -0.2 | 0.7 | -3.5
CCOCc1nnc(NC(=O)Cc2ccc(F)cc2)s1 | -7.7 | 0.0 | -0.1 | -16.5
O=C(NCCc1ccc(Cl)cc1)c1ncoc1-c1cccs1 | 3.6 | -0.2 | 0.5 | -0.3
Cc1cc(N2CCOCC2)nc2ccc(NC(=O)c3ccccc3Cl)cc12 | 5.5 | 0.7 | 0.0 | -14.9
COC(=O)C1C(c2ccc(Cl)cc2)c2c([nH][nH]c2=O)CC1(C)O (configuration not stated) | 1.7 | 2.0 | -0.1 | -0.1
N#C/C(=C\c1cccc([N+](=O)[O-])c1)C(=O)Nc1ccc([N+](=O)[O-])cc1Cl | 2.7 | 2.6 | -0.2 | 6.6

Just GPR151 activ, FBW7 activator and TEAD-YAP block, for 6 of the compounds above:
| Structure | GPR151 activ | FBW7 activator | TEAD-YAP block |
| --- | --- | --- | --- |
| COC(=O)N/N=C\c1cc2c(cc1Br)OCO2 | -0.2 | 0.7 | -3.5 |
| S=C(NCCc1ccccc1Cl)Nc1ccc(Cl)c(Cl)c1 | -0.8 | 0.2 | -2.1 |
| Cc1ccc(C)c(CN2CCN3C(=O)[C@H]4CCCN4C(=O)[C@H]3C2)c1 | -1.5 | 0.0 | 3.6 |
| Cc1ccc2nc(Nc3ccccc3Br)c3nncn3c2c1 | -0.5 | 1.0 | -0.8 |
| CCN(CC)CCNC1=C(Cl)C(=O)c2ccccc2C1=O | -2.4 | -0.2 | 46.3* |
| Cc1cc(N2CCOCC2)nc2ccc(NC(=O)c3ccccc3Cl)cc12 | 0.7 | 0.0 | -14.9 |

(further entries)
SMILES | MITF primary | GPR151 activ | FBW7 activator | TEAD-YAP block
COc1ccc(/C(N)=N/OC(=O)/C=C/c2ccccc2Cl)cc1OC | 2.9 | -0.4 | 0.0 | 2.4
Cn1nc(CC(=O)Nc2cccc(OC(=O)c3ccc(C(C)(C)C)cc3)c2)c2ccccc2c1=O | -7.0 | -1.2 | -0.2 | 2.6
COc1ccc(CNC(=O)c2cn(C(C)C)cc(C(=O)NC(C)c3ccco3)c2=O)cc1 (configuration not stated) | 2.4 | -1.3 | 0.6 | -28.1
CNC(=O)C(Sc1nnc(Nc2ccc(Oc3ccccc3)cc2)s1)C(C)=O (configuration not stated) | 16.4 | -0.3 | 0.1 | -44.0
NC(=O)/C(=C\c1ccco1)NC(=O)c1ccccc1Br | 11.1 | 6.6* | 0.2 | 0.4
COc1ccc(-n2c(SCC(=O)c3ccccc3)nc3ccsc3c2=O)cc1 | -5.6 | 2.8 | -0.2 | 0.2
CC(=O)c1ccc(S(=O)(=O)N2CCCC2c2nc3ccccc3[nH]2)cc1 (configuration not stated) | 2.6 | -0.5 | -0.2 | -14.2
Cc1cccc(C)c1NC(=O)c1ccc(-n2cccn2)cc1 | -13.7 | -0.9 | 0.1 | -14.9
CC(C)(C)C(=O)N1CCC(O)(CS(=O)(=O)c2ccc(Cl)c(Cl)c2)CC1 | -4.0 | 0.0 | 0.0 | 5.2
O=C(OC1CS(=O)(=O)CC1OC(=O)c1ccccc1)c1ccccc1 (configuration not stated) | 6.6 | 0.3 | 0.0 | -10.5
CC(C)N(CCCNC(=O)CCC(=O)N1CCOc2ccccc21)Cc1ccccc1 | 3.7 | 3.7 | 0.1 | 3.9
Cc1c(C(=O)NC2CCCC2)oc2ccc(S(=O)(=O)N3CCC4(CC3)OCCO4)cc12 | -9.5 | 1.7 | 0.1 | 2.2
CCn1ncc([C@@H]2C[C@H]3CN(c4ccccc4)C(=O)[C@]34CCCN24)c1C | 2.5 | 0.3 | 0.1 | -9.4
COc1cc(OC)c2c(=O)c(-c3ccc4c(c3)OCO4)coc2c1 | -5.6 | 0.4 | 0.0 | -65.8
O=C(Nc1cccs1)NC1CCCCCC1 | 4.0 | 0.5 | -0.1 | -34.2
CCC(=O)N1CCc2cc(S(=O)(=O)CCC(=O)Nc3cccc(C)c3C)ccc21 | -0.8 | -0.5 | -0.1 | 10.0
CCCNc1nc(-c2ccc(N3CCN(C)CC3)cc2)ncc1C | -0.9 | 1.5 | 0.3 | 2.0
COc1ccc(CN2CCC(C(=O)N3CCN(c4ccccc4F)CC3)CC2)cc1 | 25.4 | 0.7 | 0.0 | 14.3
CCCCOC(=O)c1ccc(NS(=O)(=O)c2ccc(F)cc2)cc1 | 5.2 | -1.1 | -0.1 | 2.0
O=C(NNC1CC(c2ccccc2O)=NN1C(=O)c1ccccc1)c1ccccc1 (configuration not stated) | -5.2 | 0.3 | -0.2 | 12.4
COC(=O)c1cc(S(=O)(=O)Nc2ccc(OC)c(Cl)c2)cn1C | 1.0 | 1.8 | 0.1 | 14.9
CCOC(=O)C1=C(C)N(C)C(=O)NC1c1ccc(Oc2ccc(OC)cc2)c([N+](=O)[O-])c1 (configuration not stated) | -1.3 | -0.6 | 0.0 | -11.8
Cc1ccn2c(-c3csc(Nc4ccc(S(=O)(=O)Nc5cc(C)on5)cc4)n3)c(C)nc2c1 | 19.0 | 0.9 | -0.2 | -4.3
CCC(C)(C)n1nnnc1C(c1ccc(Cl)cc1)N1CCN(C)CC1 (configuration not stated) | -5.0 | -0.7 | -0.1 | -2.8
Cc1ccc(OCC(=O)Nc2nccs2)c(Br)c1 | 0.5 | -9.3 | 0.0 | 97.7*
Cc1ccc(NC(=O)CSC2=NS(=O)(=O)c3ccccc32)cc1F | 4.0 | -1.4 | 0.8 | 3.3
C/C(N)=C(/C#N)C(=O)COc1ncnc2ccccc12 | 5.7 | 0.9 | -0.1 | 6.2
CCCCS(=O)CC(O)COc1ccc(C(C)(C)C)cc1 (configuration not stated) | -9.7 | 0.3 | -0.2 | 0.1
COCCOC(=O)C1=C(C)NC(=S)NC1c1ccc(Br)cc1 (configuration not stated) | 12.0 | -1.1 | -0.1 | -7.7
CC(Nc1cc(N2CCN(C(=O)c3ccccc3)CC2)ccc1[N+](=O)[O-])c1ccccc1 (configuration not stated) | 8.5 | -1.2 | 0.0 | -3.8
CCCCCCN1C(=O)C(=O)/C(=C(\O)c2ccccc2)C1c1ccc(F)cc1 (configuration not stated) | 0.7 | -0.1 | -0.1 | 8.7
O=C(Nc1cccc(Cl)c1Cl)c1cnn2c1NC(c1ccco1)CC2C(F)(F)F (configuration not stated) | 29.8 | 0.7 | 0.1 | -4.1
COc1ccc(CCc2nnc(N)s2)cc1 | -8.0 | -1.3 | -0.1 | -12.2
Cc1nc2ccc(NC(=O)c3ccccc3F)cc2c(=O)n1-c1ccccc1 | 3.0 | -0.1 | -0.2 | -18.5
CCC(=O)C1=C(C)NC(C)=C(C(=O)OC)C1c1ccc(Br)cc1 (configuration not stated) | 12.8 | 1.5 | 0.5 | 9.3
CCCC(=O)NCCc1cc2ccc(C)c(C)c2[nH]c1=O | 2.0 | -0.4 | -0.1 | -4.8

Whole records as entered above. Screens in order: MITF primary, GPR151 activ, FBW7 activator, TEAD-YAP block
Results for CC(Nc1cc(N2CCN(C(=O)c3ccccc3)CC2)ccc1[N+](=O)[O-])c1ccccc1 (configuration not stated) → 8.5, -1.2, 0.0, -3.8
Results for CCCCCCN1C(=O)C(=O)/C(=C(\O)c2ccccc2)C1c1ccc(F)cc1 (configuration not stated) → 0.7, -0.1, -0.1, 8.7
Results for C/C(N)=C(/C#N)C(=O)COc1ncnc2ccccc12 → 5.7, 0.9, -0.1, 6.2
Results for O=C(Nc1cccc(Cl)c1Cl)c1cnn2c1NC(c1ccco1)CC2C(F)(F)F (configuration not stated) → 29.8, 0.7, 0.1, -4.1
Results for Cc1ccc(OCC(=O)Nc2nccs2)c(Br)c1 → 0.5, -9.3, 0.0, 97.7*

(further entries)
SMILES | MITF primary | GPR151 activ | FBW7 activator | TEAD-YAP block
Cc1c(N=Cc2cccc(I)c2)c(=O)n(-c2ccccc2)n1C | 6.7 | 0.7 | -0.1 | -1.9
Cc1cc(NCc2cccc(C(F)(F)F)c2)nc(-c2ccccc2)n1 | -3.3&8.3 | 0.9&1.6 | -0.1&0.7 | 12.2&-0.4
CCCOCCOC(=O)C1=C(C)NC(=O)NC1c1cc(Cl)c(O)c(OC)c1 (configuration not stated) | -3.2 | 3.1 | -0.2 | -6.1
N#Cc1ccccc1S(=O)(=O)Nc1ccc(Cl)c(C(F)(F)F)c1 | 16.5 | 0.4 | 0.1 | -21.9
O=C(NCc1ccc(Cl)cc1)c1cc(-c2ccccc2)nc2ccccc12 | -3.9 | -0.3 | 0.0 | 4.3
CCOC(=O)c1cnn(-c2ccccc2F)c1CN1CCC(N2CCCC(CO)C2)CC1 (configuration not stated) | 3.8 | 0.2 | -0.2 | 9.0
CCOc1cccc(NC(=O)Nc2cccc(F)c2)c1 | 0.6 | 2.8 | 0.0 | -29.2
CCN(CC)S(=O)(=O)c1ccc(C(=O)N2CCc3cc(OC)c(OC)cc3C2COc2cccc(C(F)(F)F)c2)cc1 (configuration not stated) | 14.8 | 0.6 | 0.2 | 5.2
CCCc1noc2c1/C(=N\O)CC(C)(C)C2 | -6.5 | -0.4 | -0.1 | -3.4
CN(CC(=O)Nc1ccc2[nH]c(=O)[nH]c2c1)Cc1ccccc1 | 9.8 | 0.8 | 0.1 | -1.4
CCN1CCN(CCNS(=O)(=O)c2cc(Br)cc3c2N(C(C)=O)CC3)CC1 | 1.2 | 0.6 | 0.4 | -8.1
Cc1ccccc1Nc1ccc([N+](=O)[O-])c2nonc12 | 23.4 | 0.5 | -0.2 | 9.0
CCCC(=O)Nc1cccc(NC(=O)c2ccc(OCC)c(Cl)c2)c1 | 1.5 | 0.2 | 0.0 | -4.4
Cc1cc(C)cc(NC(=O)CN(C)S(=O)(=O)c2cc3c(cc2Cl)NC(=O)CO3)c1 | -10.8 | 1.5 | -0.1 | -1.2
Cc1ccc(C)n1-n1cnc2sc3c(c2c1=O)CCC(C)C3 (configuration not stated) | -12.3 | -1.5 | -0.4 | 1.9
CSc1ccc(/C=C2\N=C(c3ccccc3C)OC2=O)cc1 | 12.1 | 0.0 | 0.1 | 7.0
O=C(Cn1[nH]c(=O)c2ccccc2c1=O)NC1=NCCS1 | -7.8 | -0.4 | 0.0 | 6.4
COc1ccccc1NS(=O)(=O)c1cccc(C(=O)N/N=C2\CC(=O)CC(C)(C)C2)c1 | -0.5 | 0.0 | 0.1 | -8.4
O=C(C1CC(c2ccc(F)cc2)=NO1)N1CCOCC1 (configuration not stated) | 5.7 | -0.1 | 0.0 | -11.7
Cc1nnc(NC(=O)C2CC(=O)N(c3ccccc3C)C2)s1 (configuration not stated) | -11.8 | 0.0 | 0.2 | -1.8
O=C(CSc1nnc(NC(=O)c2ccccc2)s1)NC1CCCC1 | -5.5 | 1.2 | -0.1 | -5.2
C=C(C)CSc1nc2sc3c(c2c(=O)n1Cc1ccccc1)CC(C)(CC)OC3 (configuration not stated) | 6.2 | 1.6 | -0.3 | 6.8
COc1cc(NC(=O)c2ccc(N3CC4CC(C3)c3cccc(=O)n3C4)c(NC(=O)c3ccc(F)cc3)c2)cc(OC)c1OC (configuration not stated) | 0.7 | 0.8 | 0.1 | -1.6
OC1CCN(c2c3c(nc4cc(-c5ccc(Cl)cc5)nn24)CCC3)CC1 | 9.2 | 0.4 | 0.0 | -7.8
Cc1ccc(NC(=O)c2cc3n(n2)C(C(F)(F)F)CC(c2ccc(C)cc2)N3)cc1 (configuration not stated) | -7.2 | 1.3 | 0.1 | -7.3
COc1ccc(C(=O)NCC2CCCN2S(=O)(=O)c2cccs2)cc1 (configuration not stated) | 9.4 | -0.4 | 0.0 | 0.4
COP(=O)(OC)c1nc(-c2cccs2)oc1N1CCCCC1 | 5.5 | -0.3 | 0.0 | 3.6
O=C(NCc1ccccc1Cl)c1cc2c(s1)CS(=O)C2 (configuration not stated) | 4.2 | 4.1 | -0.1 | -2.2
Cc1nc2c(c(N3CCCCCC3)n1)CN(S(C)(=O)=O)CC2 | -0.7 | -0.6 | -0.2 | -9.6
CCc1cccc2c(/C=C3\NC(=S)N(CC)C3=O)cn(CC(=O)NCC3CCCO3)c12 (configuration not stated) | 12.1 | -1.3 | 0.0 | 10.1

A section from further up, as a working copy:
SMILES | MITF primary | GPR151 activ | FBW7 activator | TEAD-YAP block
Cc1ccc(NC(=O)c2cc3n(n2)C(C(F)(F)F)CC(c2ccc(C)cc2)N3)cc1 (configuration not stated) | -7.2 | 1.3 | 0.1 | -7.3
COc1ccc(C(=O)NCC2CCCN2S(=O)(=O)c2cccs2)cc1 (configuration not stated) | 9.4 | -0.4 | 0.0 | 0.4
